# Nrf2 activator: activators of Nrf2 (ARE) signaling; AREc32 ARE-luciferase reporter (MCF7-derived line), luminescence, 24 h; Potency, µM (doses to about 46.1 µM), for the others: top-dose activation, hits mostly activators; 0.31% of 410,000 active; further: potency means the concentration at half of the fitted maximal effect; % of control where 0% means no effect; nearly all actives have a fitted effect of over 65% in size
#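 For detection, Steady-Glo was added and plates sat 30 min at RT; before that, AREc32_Fluc cells grown overnight in OPTI-MEM/5% FBS had been treated with 23 nL compound for 24 hr at 37 deg C.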
# Nrf2 inh: inhibitors of Nrf2 signaling | A549 ARE-Fluc reporter, luciferase luminescence, 18-24 h | Potency, µM (top dose mostly 46 µM), for inactives: top-dose activity change, negative = inhibition, most hits filed as inhibitors | 2.1% of 360,000 active | AID 504444; further: potency means the concentration at half of the fitted maximal effect; on the % scale 0 is the no-effect control and ±100 the full control effect; nearly all actives have a fitted effect of over 60% in size
#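 In this cell-based qHTS, ARE-driven firefly luciferase in A549 cells reports Nrf2 activity; the luminescent signal after BugLite lysis is the measured value, with a prior CellTiter-Fluor read for cell health.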
# TGFb SMAD3 inh: blocks TGF-b signaling; AID 588855; HepG2 CAGA-GFP TGF-b/SMAD3 reporter, GFP fluorescence, 18 h; TGF-beta stimulated, 500 pg/mL final; 1.2% of 410,000 active; Potency, µM (highest dose often 46.1 µM), without a hit: top-dose activity, negative = inhibition, usual class: inhibitors; further: potency means the concentration at half of the fitted maximal effect; on the % scale 0 is the no-effect control and ±100 the full control effect; nearly all actives have a fitted effect of over 65% in size
#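 Per well, imaged GFP fluorescence of HEPG2 CAGA-GFP cells gives the signal; cells get compound, then TGF-beta (500 pg/mL final), 18 h at 37 degrees C; %Activity versus -TGF-beta and +DMSO controls.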
# Akt phos inh: blocks phosphorylation of Akt; activity change, % for hits at 50 µM; AID 651550; 0.32% of 360,000 active; Neuro2A IGF-stimulated pAkt S473 HTRF, 20 min; hits give low values; in the data active means activity change below about -80%; inconclusive means mostly about -51% to -80%; further: on the % scale 0 is the no-effect control and ±100 the full control effect
#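 Single-point screen (50 µM final compound) in Neuro2A cells stimulated 20 min with 6 nM IGF at 37 deg C. After lysis, Ser473-phosphorylated Akt read by HTRF (ex 330 nm, em 615/665 nm) as the 665/615 ratio.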
# Abeta yeast res: compounds reversing amyloid beta toxicity in yeast; 0.063% of 410,000 active; Potency, µM (top dose mostly 46.1 µM), inactives show top-dose growth rescue, usual class: activators; yeast expressing A-beta42, growth rescue, OD600, 48 h; response scale: 0% DMSO, 100% iron-clioquinol control; AID 1347071; further: potency means the concentration at half of the fitted maximal effect; nearly all actives have a fitted effect of over 55% in size
#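 Yeast growth medium received pinned compounds, then yeast cells expressing toxic A-beta were added; plates incubated at 30 C for 48 hr. Growth read as absorbance at 600 nm, normalized to DMSO and equimolar FeCl3 plus clioquinol controls.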
# HepG2 tox: HepG2 cytotoxicity, counter-screen for TGF-b inhibitors | HepG2 CAGA-GFP viability, ATP luminescence, 18 h | Potency, µM (series often up to 46.1 µM), without a hit: at the top dose activity change, negative = cytotoxicity, most hits filed as cytotoxic | 0.76% of 410,000 active | AID 588856; further: potency means the concentration at half of the fitted maximal effect; some results filed as inactive show a strong effect at the top dose
#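 CellTiter-Glo luminescence gave cytotoxicity after 18 hours at 37 degrees C. The cells were HepG2 CAGA-GFP in 1% FBS DMEM, stimulated with 500 pg/mL TGF-beta after compound addition. %Activity was normalised to no-cell wells (complete cell-killing) and DMSO (no toxicity), and curves were fitted and classified.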
# CCT modulator: modulators of cytosolic chaperonin (CCT/TRiC) activity; purified chaperonin ATPase assay, HTRF ADP detection, 30 min; 0.3% of 360,000 active; AID 651819; activity change, % (no concentration beside the values), hits read low; in the data active means activity change below about -30%; further: on the % scale 0 is the no-effect control and ±100 the full control effect
#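 TRiC at 40 or 20 nM final (batch-dependent) in 30 mM Tris pH 7.4, 100 mM KCl, 5 mM MgCl2, 1 mM DTT, with compound at single 76 uM and 10 uM ATP, 30 min at 37 deg C. ADP detected by HTRF Transcreener, 665/615 ratio.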
# A549 viability: kills or reduces viability of A549 cells in Nrf2 counter-screen; A549 ARE-Fluc cells, CellTiter-Fluor viability, 18-24 h; Potency, µM (top dose mostly 46 µM), for inactives: at the highest dose activity change, negative = cytotoxicity, most hits filed as inhibitors; 0.16% of 390,000 active; AID 504648; further: potency means the concentration at half of the fitted maximal effect; on the % scale 0 is the no-effect control and ±100 the full control effect
#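 A549 ARE-Fluc cells in 5% FBS OPTI-MEM, 5000 cells/well, rested 2 h then exposed to compounds in concentration-response for 18-24 h at 37 °C. Viability by CellTiter-Fluor fluorescence (Ex 405/Em 525) after 30 min; luciferase luminescence (BugLite, 15 min, RT) read afterwards.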
# Mm-Cpn inhibitor: inhibitors of Methanococcus maripaludis chaperonin (MmCpn); purified Mm-Cpn ATPase, ADP Transcreener TR-FRET; Potency, µM (titrated, usually from 76.9 µM), for inactives: at the highest dose activity, negative = inhibition, actives largely listed as inhibitors; 0.031% of 330,000 active; AID 504842; further: potency means the concentration at half of the fitted maximal effect; on the % scale 0 is the no-effect control and ±100 the full control effect; nearly all actives have a fitted effect of over 80% in size
#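 Compound-treated chaperonin, 25 nM final, turns over 10 uM ATP at 37°C for 30 min following a 10 min preincubation; ADP generated competes with ADP-d2 for Eu-cryptate antibody, lowering FRET.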
# Numbers without * were called inactive; i = inactive; ? = inconclusive; · = no result given; [ ] = remark or other dose. Unless noted, the call rests on the fitted dose curve; in most records, active means well fitted curve in the direction sought with a large enough effect; inconclusive means small, poorly fitted or top-dose-only effect, or another doubt; inactive means no such curve, though single readings can be large; an effect the other way counts as inactive or inconclusive.
SMILES,Nrf2 activator,Nrf2 inh,TGFb SMAD3 inh,Akt phos inh,Abeta yeast res,HepG2 tox,CCT modulator,A549 viability,Mm-Cpn inhibitor
CC(C)[C@H](NS(=O)(=O)c1cccc(Cl)c1)C(=O)OCC(=O)N1CCN(c2ccccc2)CC1,-0.4%,-5%,-6%,i,0%,4%,2.2,-2%,-2%
Cc1cc(NC(=O)c2noc3c2CCCC3)n(-c2ccccc2)n1,2.8%,-29%,0%,i,-10%,-28%,-1.1,5%,3%
COc1cccc(CNC(=O)CCC2CCCN(c3cc(C)nc(N)n3)C2)c1 (stereo not given),0.1%,-1%,-12%,i,-12%,1%,-1.6,0%,0%
COc1cc2c(cc1OC)CN(C(=O)CSc1n[nH]c(N)n1)CC2,-0.5%,2%,0%,i,-6%,14%,1.6,-10%,0%
CCOC(=O)C1(CCOc2ccccc2)CCN(Cc2cnc(C)s2)CC1,-0.4%,?,-10%,i,2%,-22%,0.8,3%,1%
Cn1nc(C(=O)NCCN2CCOCC2)c2ccccc2c1=O,-0.5%,7%,-1%,i,-4%,-3%,2.6,0%,0%
Cc1nnc(N2CCC(C(=O)NCc3ccc(N(C)C)cc3)CC2)c2nn(-c3ccccc3)c(C)c12,-0.4%,15%,-3%,·,-25%,-16%,·,0%,·
O=c1nc2n(c3sc4c(c13)CCCC4)C(CBr)CS2 (stereo not given),11%,6%,0%,i,0%,-1%,-3.3,-4%,-1%
COc1ccc(OC)c(C(=O)CSc2nnc(Cc3cccs3)n2CCc2ccccc2)c1,2.6%,?,-25%,i,-1%,-13%,-2.1,-18%,?
C[C@H](CO)N1C[C@H](C)[C@@H](CN(C)Cc2ccncc2)OCc2cnnn2CCCC1=O,-1.2%,·,-26%,i,0%,-43%,-0.5,·,·
Cc1ccc(-c2cc(C(=O)NN=C3CCCC3)c3ccccc3n2)cc1,0.3%,1%,3%,i,-12%,-20%,0.5,-1%,0%
COc1ccc(N2C(=O)C(CC(=O)O)S/C2=N\N=C\c2cccs2)cc1 (stereo not given),-0.6%,-27%,-6%,i,-2%,0%,-0.2,-5%,0%
C[C@]12CC[C@@H]3c4ccc(O)cc4CC[C@H]3[C@@H]1CCC2=O,0.8%,-7%,-2%,i,-14%,-5%,-0.3,-8%,0%[15.4 µM]
CCOc1ccccc1N=Cc1c(O)c2ccccc2oc1=O,?,-13%,-15%,i,4%,-5%,-0.3,4%,-1%
CCOC(=O)Cn1ncc(-c2ccccc2)c1N,1.8%,24%,0%,i,-2%,-8%,1.5,-2%,-1%
O=C(Cn1c(-c2cccs2)cc2ccccc21)NCCCN1CCN(c2cccc(Cl)c2)CC1,4.1%,-1%,13µM*,·,15%,-47%,·,?,·
CN1CCN(c2ccc(-c3nc(-c4ccccc4)no3)cc2[N+](=O)[O-])CC1,3.7%,?,3%,·,-38%[inhibitor],-13%,·,0%,·
CC1CC(C)CN(CC(=O)N2CCc3[nH]c4ccccc4c3C2)C1 (stereo not given),-0.4%,·,6%,i,1%[9.22 µM],0%,0.6,4%,0%
CCN(CC(=O)Nc1ccc(NC(C)=O)cc1)C(=O)c1ccc(N2C(=O)c3ccccc3C2=O)cc1,-1.0%,0%,7%,i,-3%,-10%,0.4,7%,·
COc1ccc2oc(-c3ccc(C)c(NC(=O)c4cccnc4)c3)nc2c1,3.3%,·,0%,·,-22%,-4%,·,-1%,·
CC(C)CC1CCCC12NC(=O)NC2=O (stereo not given),-1.4%,-3%,-3%,i,-3%,-1%,-0.8,-7%,·
Cc1cc(-c2n[nH]c(=S)n2/N=C/c2sccc2C)n[nH]1,0.2%,-6%,9%,i,5%,-3%,-1.0,-1%,1%
COc1ccc(C)cc1NC(=O)c1cnc2n(c1=O)CCS2,0.5%,?,4%,i,-7%,6%,-1.8,24%,-1%
COc1ccc(N(C)C(=O)Cc2c(C(=O)O)n(C)c3ccccc23)c(OC)c1,-2.5%,14%,0%,i,6%,-8%,-2.6,5%,-2%
Cn1ccc2cc(OCc3ccccc3)ccc21,9.7%,?,29%,i,-1%,0%,1.0,6%,·
Nc1cc(=O)[nH]c(SCC(=O)N2CCN(S(=O)(=O)c3ccc4ccccc4c3)CC2)n1,-0.2%,6%,1%,i,3%,8%,-0.4,-2%,-5%
O=C1CC(c2nc(-c3ccccc3)no2)CN1c1ccccc1 (stereo not given),4.0%,6%,-7%,·,-8%,2%,·,0%,·
CC(=O)Oc1cc(C(C)C)c(OCCN(C)C)cc1C,0.2%,5%,4%,i,-19%,-19%,-16,3%,0%
C=CCN=C1S/C(=C\N(C)C)C(=O)N1S(=O)(=O)c1ccc(C)cc1,-0.1%,-23%,-1%,i,-3%,-15%,-2.2,-3%,2%
COc1ccc(-c2ccc(C)cc2)cc1C1C2C=CCCC2(C)C(=O)N1Cc1ccccc1 (stereo not given),·,-24%,-1%,·,·,1%,·,-2%,·
CCOc1ccc(NC(=O)CNc2cccc(S(=O)(=O)N3CCCCCC3)c2)cc1OCC,0.7%,?,?,i,6%,-21%,0.7,-10%,-6%
O=C(OCc1cccc([N+](=O)[O-])c1)c1cc2ccccc2oc1=O,3.1%,-19%,-22%,i,0%,-29%,-0.7,2%,1%
COC(=O)c1nnn(-c2nonc2N)c1-c1cccs1,-0.4%,-15%,0%,i,-1%,-54%,-1.6,-2%,-4%
Cn1c(N)c(C(=O)COC(=O)C2=COCCO2)c(=O)n(C)c1=O,-0.4%,4%,-4%,i,-9%,-2%,1.6,11%,2%
CCOc1ccc(-c2cc(C(=O)NCc3ccc(C(F)(F)F)cc3)[nH]n2)c(C)c1,-1.2%,·,-12%,i,-7%,-32%,1.7,·,·
O=C(NCc1ccc(OC(F)(F)F)cc1)C1CC(c2cccc(F)c2)=NO1 (stereo not given),-0.4%,4%,3%,i,-8%,5%,1.1,1%,0%
Cc1ccc(CCNC(=O)C2CCN(c3nn4c(=O)cc(C)nc4s3)CC2)cc1,0.6%,7%,11%,i,20%,5%,-4.4,1%,2%
O=C(OCC(=O)c1ccc[nH]1)c1ccc(F)c(S(=O)(=O)N2CCOCC2)c1,-0.6%,8%,-4%,i,-15%,-18%,1.6,14%,-8%
Cc1ccc(C)c(NC(=O)C(Sc2ncnc3ccccc23)c2ccccc2)c1 (stereo not given),3.0%,-4%,-12%,i,-8%,13%,-0.6,4%,1%
CC(C)C(OC(=O)c1ccc(Cl)nc1)C(=O)NC1CCCCC1 (stereo not given),0.2%,-3%,-4%,i,0%,-5%,-0.8,-4%,1%
CN(C)CCCN(Cc1cc2cc3c(cc2[nH]c1=O)OCO3)C(=S)NCc1ccco1,0.2%,0%,6%,i,-2%,-2%,0.0,0%,-1%
O=[N+]([O-])c1nn(-c2ccc3c(c2)OCCO3)n(O)c1=Nc1ccc(Cl)cc1,-0.8%,?,?,i,17%,-32%,-0.5,-20%,0%
Cc1cccc(NC(=O)CCS(=O)(=O)c2ccc(Br)cc2)c1,-0.2%,4%,-2%,i,-6%,8%,-1.5,0%,0%
COC(=O)c1ccccc1NC(=O)Nc1cccnc1,0.0%,?,4%,i,-10%,0%,-2.5,-3%,0%
COc1cc(/C=C(/C(=O)c2cccs2)c2nc3ccccc3[nH]2)ccc1O,6.6%,?,16µM*,i,16%,-22%,-4.3,?,1%
CCOc1ccc(CNS(=O)(=O)c2cc(CN3C(=O)c4cccnc4C3=O)ccc2OC)cc1,-0.6%,-4%,-4%,i,-15%,3%,-0.8,1%,-3%
O=C(Nc1ccccc1)Oc1cccc2cccnc12,?,5%,8.9µM*,i,-84%[inhibitor],-61%,-2.0,2%,·
CC(C)(C)CC(C)(C)c1ccc(O)c(CN2CCN(CCC#N)CC2)c1,2.8%,?,0%,i,25%,-51%,-1.7,?,-1%

# Molecules listed so far containing an aryl thioether with sulfur outside any ring (4):
SMILES,Nrf2 activator,Nrf2 inh,TGFb SMAD3 inh,Akt phos inh,Abeta yeast res,HepG2 tox,CCT modulator,A549 viability,Mm-Cpn inhibitor
COc1cc2c(cc1OC)CN(C(=O)CSc1n[nH]c(N)n1)CC2,-0.5%,2%,0%,i,-6%,14%,1.6,-10%,0%
COc1ccc(OC)c(C(=O)CSc2nnc(Cc3cccs3)n2CCc2ccccc2)c1,2.6%,?,-25%,i,-1%,-13%,-2.1,-18%,?
Nc1cc(=O)[nH]c(SCC(=O)N2CCN(S(=O)(=O)c3ccc4ccccc4c3)CC2)n1,-0.2%,6%,1%,i,3%,8%,-0.4,-2%,-5%
Cc1ccc(C)c(NC(=O)C(Sc2ncnc3ccccc23)c2ccccc2)c1 (stereo not given),3.0%,-4%,-12%,i,-8%,13%,-0.6,4%,1%

# Carrying on.
SMILES,Nrf2 activator,Nrf2 inh,TGFb SMAD3 inh,Akt phos inh,Abeta yeast res,HepG2 tox,CCT modulator,A549 viability,Mm-Cpn inhibitor
CCN(C[C@H]1N[C@@](Cc2ccccc2)(C(=O)OC)[C@H]2C(=O)N(Cc3ccccc3)C(=O)[C@@H]12)C(=O)Nc1ccc(C)cc1,4.4%,-20%,?,i,-14%,-13%,2.0,-15%,2%
COc1ccc(-c2nn(-c3ccccc3)cc2C(=O)NC(=S)NNC(=O)c2ccncc2)cc1,-0.6%,21µM*,?,i,?,-30%,-2.1,-15%,4%
CCn1c(=S)sc2nc(C)sc21,0.3%,2%,30%[activator],i,-29%,-4%,-1.6,14%,·
COc1cccc(C(=O)Nc2nnc(S(=O)(=O)Nc3cccc(C)c3)s2)c1,3.2%,16%,-2%,i,-6%,-26%,0.2,-5%,0%
O=[N+]([O-])c1ccc(Oc2ccc(S(=O)(=O)Nc3ccccc3)cc2)cc1,3.3%,18µM*,3%,i,-31%[inhibitor],-24%,-3.1,-2%,1%
